SMARCA2 activ – SMARCA2 (BRM) function activators, primary screen, cell-based, luminescence, high throughput; MG213 cells, MMTV-luciferase reporter, dexamethasone, overnight; activation, % at 9.1 µM; hit rate 1% among 370,000; in the data active = activation above about 7.8%;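 note: 0% = vehicle wells and 100% = reference activator wells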
FXN GAA850 act – FXN promoter activators, primary screen, cell-based, luciferase luminescence, HEK293 lucGAA850; HEK293 lucGAA850 FXN promoter luciferase reporter, 24 h; percent of 10 µM SAHA response; activation, % at 6 µM; hit rate 0.56% among 360,000; AID 540364, 2011;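 active = activation above the average of all compounds screened plus 3 SD, cutoff fixed separately per campaign, cut at about 7.5% in these data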;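 note: 0% = DMSO wells and 100% = 10 µM SAHA wells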
hgDAF12 agonist – H. glycines DAF-12 receptor agonists, primary screen, cell-based, luminescence, HEK293, GAL4 fusion, UAS-luciferase; HEK293 GAL4-hgDAF12 UAS-luciferase reporter, agonist luminescence; normalized to butyrate control; hit rate 1.8% among 370,000; AID 687014, 2013; activation, % at 6.8 µM;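 active = activation above a cutoff set at the mean of all screened compounds plus 3 SD, cut at about 10% in these data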;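 note: 0% = DMSO wells and 100% = sodium butyrate wells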
DAX1 inh-1 – DAX1 (NR0B1) inhibitors, primary screen, cell-based, HEK293, Gal4-DAX1, luciferase luminescence; hit rate 0.99% among 340,000; AID 504766, 2011; inhibition, % at 6.75 µM; HEK293 Gal4-DAX1 luciferase reporter;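 active = inhibition above the mean over all tested compounds plus 3 SD, cut at about 4.2% in these data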;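 note: 0% = DAX1-transfected cells with DMSO and 100% = empty-vector control cells with DMSO; inhibition shows as a rise in luminescence from relieved DAX1 repression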
Target sequence (P51843 207-470 limits assumed): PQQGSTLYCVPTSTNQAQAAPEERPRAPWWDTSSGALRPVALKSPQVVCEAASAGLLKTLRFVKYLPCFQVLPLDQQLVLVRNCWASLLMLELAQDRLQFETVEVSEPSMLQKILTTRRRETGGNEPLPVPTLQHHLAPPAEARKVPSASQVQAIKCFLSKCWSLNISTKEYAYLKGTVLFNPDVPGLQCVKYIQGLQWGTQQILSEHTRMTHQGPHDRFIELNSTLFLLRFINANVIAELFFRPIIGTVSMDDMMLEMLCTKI
GC-B act – human GC-B receptor activators, primary screen, HEK293 GC-B cells, cGMP TR-FRET, EC30 CNP; 0% at EC30 CNP, 100% saturating CNP; activation, % at 10 µM; hit rate 0.11% among 370,000; AID 1920062, 2024;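 active = activation at 10 µM reaching about 35% in either raw or pattern-adjusted values, limit read from the data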
ADAM10 inh – human ADAM10 inhibitors, primary screen, biochemical, QFRET, HTS | Disintegrin and metalloproteinase domain-containing protein 10 (Homo sapiens), O14672 | recombinant ADAM10, EDANS/DABCYL FRET peptide cleavage, 3 h | inhibition, % at 7 µM | hit rate 0.62% among 370,000 | AID 720582, 2013;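 active = inhibition above a per-campaign cutoff equal to the mean of compounds falling between control-based bounds plus 3 SD, cut at about 20% in these data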;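 note: 0% = DMSO wells while the 100% control is not disclosed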
Target sequence (O14672 214-748 limits assumed): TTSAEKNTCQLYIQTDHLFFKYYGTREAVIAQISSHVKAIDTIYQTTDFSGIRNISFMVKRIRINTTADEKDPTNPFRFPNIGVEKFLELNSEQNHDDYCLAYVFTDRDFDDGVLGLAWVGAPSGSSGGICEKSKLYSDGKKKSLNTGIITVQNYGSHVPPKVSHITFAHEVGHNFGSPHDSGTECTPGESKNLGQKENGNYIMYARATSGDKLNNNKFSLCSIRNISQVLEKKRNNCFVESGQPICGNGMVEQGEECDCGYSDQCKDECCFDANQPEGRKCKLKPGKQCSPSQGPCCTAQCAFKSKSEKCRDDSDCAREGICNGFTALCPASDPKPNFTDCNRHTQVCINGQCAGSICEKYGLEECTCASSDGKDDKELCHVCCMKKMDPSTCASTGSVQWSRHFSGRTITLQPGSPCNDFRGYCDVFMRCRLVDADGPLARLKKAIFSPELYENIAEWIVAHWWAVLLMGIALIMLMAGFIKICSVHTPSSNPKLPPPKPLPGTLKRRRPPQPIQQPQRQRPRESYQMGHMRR
GC-A act – GC-A stimulated cGMP production enhancers – HEK293 GC-A cells, cGMP TR-FRET, EC30 ANP, primary screen; Atrial natriuretic peptide receptor 1 (Homo sapiens), P16066; 0% at EC30 ANP, 100% saturating ANP; activation, % at 10 µM; hit rate 0.14% among 370,000; in the data active = activation above about 40%
sPLA2-III inh – human group III sPLA2 inhibitors, primary screen, biochemical, QFRET, BODIPY PC-A2 liposome substrate | QFRET BODIPY PC-A2 liposome hydrolysis, fluorescence | AID 743126, 2013 | inhibition, % at 12.2 µM | hit rate 0.56% among 370,000 | Group 3 secretory phospholipase A2 (Homo sapiens), Q9NZ20;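 active = inhibition above mean plus 3 SD of compounds lying within the high and low control bounds, cut at about 19% in these data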;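 note: 0% = median of test compound wells and 100% = no enzyme DMSO wells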
hcDAF12 agonist – H. contortus DAF-12 nuclear receptor activators, primary screen, cell-based, luminescence, HEK293, lit1-tk-luc reporter. HEK293 hcDAF-12 lit1-tk-luc reporter; 0% DMSO, 100% Δ7-dafachronic acid. activation, % at 6.8 µM. hit rate 1.4% among 370,000;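 active = activation above the mean of all tested compounds plus 3 SD, cut at about 5.5% in these data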;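 note: 100% = response to 3 µM Δ7-dafachronic acid high control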
ssDAF-12 act – S. stercoralis DAF-12 nuclear receptor activators, primary screen, cell-based, luminescence, HEK293, GRIP1 co-expression, lit1-tk-luc. hit rate 1% among 370,000. HEK293 ssDAF-12/GRIP1 lit1-tk-luc reporter; % of 3 µM dafachronic acid response. AID 652126, 2013. Nuclear hormone receptor DAF-12 (Strongyloides stercoralis). activation, % at 6.8 µM;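 active = activation above the mean over all tested compounds plus 3 SD, cut at about 0.9% in these data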;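 note: 0% = DMSO-only wells and 100% = 3 µM delta7-dafachronic acid wells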
DAX1 inh-2 – DAX1 (NR0B1) inhibitors on StAR promoter, primary screen, cell-based, luminescence, SF-1 (NR5A1), full-length DAX-1 | hit rate 1.1% among 370,000 | inhibition, % at 6.8 µM | AID 652010, 2013 | HEK293T StAR-luciferase reporter, SF-1/DAX-1 repression relief;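 active = inhibition above the mean over all tested compounds plus 3 SD, cut at about 3.6% in these data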;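 note: 0% = DAX-1 cells with DMSO and 100% = cells lacking DAX-1 with DMSO; higher inhibition means more luminescence from relief of DAX-1 repression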
* marks the source's active call; other numbers are inactive results; i = inactive; x = no result given.

SMILES	SMARCA2 activ	FXN GAA850 act	hgDAF12 agonist	DAX1 inh-1	GC-B act	ADAM10 inh	GC-A act	sPLA2-III inh	hcDAF12 agonist	ssDAF-12 act	DAX1 inh-2
CCCCN(CC)Cc1ccc(CNC(=O)Nc2ccc(OCC)cc2)o1	5	-0.2	-0.1	1.1	-2	-3	3	-10	-0.8	-1.8	-0.7
CN(C)c1ccc(/C=N/NC(=O)CNC(=O)/C=C/c2ccccc2)cc1	-1	3.2	2.1	-0.2	-2	-106	-4	2	1.1	-0.8	-0.1
COC(=O)C1=C(C)NC(C)=C(C(=O)OC)C1c1ccc2ccccc2n1	1	0.6	-1.3	-0.3	-12	-2	-19	-7	0.5	-0.4	0.2
O=P(CCc1ccccc1)(c1ccccc1)c1ccccc1	-2	2.1	-0.7	0.8	-11	-18	-11	5	1.1	-0.7	-0.4
CCN(C(=O)c1nn(-c2ccc(OC)cc2)c(=O)c2c1c1ccccc1n2C)c1ccc(OC)cc1	1	0.8	-0.2	-0.3	-1	0	-10	-1	4.2	-0.9	0.1
O=S(=O)(NCc1ccncc1)c1ccc(S(=O)(=O)NCC2CCCO2)cc1 (configuration not stated)	-4	-2.5	-3.4	-2.6	7	-1	0	12	-4.9	-2.3	-2.1
Cc1ccc(NC(=S)c2ccc(N(C)C)cc2)cc1	6	1.6	14*	2.5	6	-29	0	25*	4.8	0.3	5.6*
CCCCc1ccc(N=N/C(C(=O)Nc2cc(OC)c(NC(C)=O)cc2OC)=C(/C)O)cc1	-3	0.2	1.2	0.3	7	-1	0	-2	1.4	-1.8	0.1
O=C(O)c1ccc(S(=O)(=O)c2ccc3c(c2)C(=O)N(NC(=O)c2ccc(O)cc2)C3=O)cc1	5	5.9	5.5	-0.2	0	4	0	-2	0.2	-0.7	0.1
O=C(NC1CCCCC1)C(c1ccncc1)N(CC1CCCO1)C(=O)C(F)(F)F (configuration not stated)	-1	1.2	-0.9	-0.1	0	-12	3	4	-1.3	-1.1	-0.3
CCNC(=O)CCc1nc(-c2ccc(C)cc2)no1	-2	3.4	-1.0	3.2	-1	-2	3	11	-1.1	-0.9	-0.2
O=C(/C=C/c1ccc2c(c1)OCO2)NC1CCCC1	1	-0.8	2.5	1.1	-2	-75	1	2	-2.1	0.1	0.6
O=C1CC(C(=O)N(CC2CCCO2)C(C(=O)NC2CCCCC2)c2ccncc2)CS1 (configuration not stated)	2	2.0	2.4	-1.0	5	-1	1	5	-0.2	-0.8	0.2
Cc1ccc(Nc2nc(N)nc(CN3CCN(c4ccccc4)CC3)n2)cc1Cl	-4	-0.1	-1.4	-0.6	2	9	-3	-17	-2.0	-0.8	-1.4
Cc1cc(C(=O)NNC(=O)c2ccccc2F)c2ccccc2n1	4	0.7	2.1	1.3	4	-4	3	3	1.3	-0.9	-0.6
O=C(CCN1C(=O)c2ccccc2S1(=O)=O)Nc1cc(Cl)ccc1Cl	-1	-1.7	3.0	2.0	-4	-7	-1	4	0.5	-1.1	0.1
CN(C)S(=O)(=O)c1cccc(NC(=O)c2cncc(Br)c2)c1	1	-0.4	0.6	2.3	0	2	-4	-14	-0.3	-1.7	-0.1
COc1ccc(CN=Cc2c(C(F)(F)F)[nH][nH]c2=O)cc1	1	0.4	-1.0	0.2	4	2	3	1	-1.5	-0.5	-0.5
O=C(/C=C/C(=O)NCc1cccs1)NCc1cccs1	2	1.5	5.2	2.5	-6	-10	1	1	3.3	-0.4	1.4
CCOC(=O)c1c(C)c(C(=O)Nc2ccccc2)c(C)n1CC	3	3.1	1.0	-0.6	-1	-4	0	-2	-1.7	-0.7	-0.1
COc1cc2[nH]c(=O)n(Cc3ccc(C(=O)NC4CCN(Cc5ccccc5)CC4)cc3)c(=O)c2cc1OC	-3	0.0	-0.1	3.1	-3	-15	-4	-5	-1.4	-1.8	0.2
CCNC(=O)OC[C@H]1O[C@H](C#Cc2ccc(C(C)(C)C)cc2)C=C[C@H]1OC(C)=O	-3	x	-1.6	x	17	2	1	1	-1.1	-1.2	0.5
COc1cc(-c2noc(C)c2C#Cc2nccn2C)cc(OC)c1OC	0	-1.6	-1.6	-0.5	-24	2	-15	-4	-2.4	-1.6	-0.9
Cc1ccc(NC(=O)NC(=S)NC(=O)c2ccccc2)cc1	4	8.2*	4.9	-1.2	-11	0	6	23*	-0.1	-1.2	1.2
Cc1ccc(SCC(=O)NC(=O)Nc2ccc3c(c2)OCCO3)cc1C	-3	1.1	-0.3	0.1	4	8	1	-3	-3.2	-0.4	-0.5
The listing continues:
SMILES	SMARCA2 activ	FXN GAA850 act	hgDAF12 agonist	DAX1 inh-1	GC-B act	ADAM10 inh	GC-A act	sPLA2-III inh	hcDAF12 agonist	ssDAF-12 act	DAX1 inh-2
C[C@H]1[C@H](C)CC[C@]2(C(=O)O)CC[C@]3(C)C(=CC[C@@H]4[C@@]5(C)CC[C@H](O)C(C)(C)[C@@H]5CC[C@]43C)[C@H]12	-2	0.2	0.1	0.1	2	1	-8	-8	1.5	-1.2	0.0
COCCCNC(=O)CN(c1cccc(Cl)c1C)S(C)(=O)=O	0	-2.0	1.8	1.2	4	0	4	-1	-1.6	-1.8	-0.1
Cc1cn(C2CC(OC(=O)C(C)C)C(CO)O2)c(=O)[nH]c1=O (configuration not stated)	2	0.0	0.1	-0.2	-3	0	1	-5	-1.0	0.0	0.0
CCOC(=O)Cn1c(=NC(=O)c2ccc([N+](=O)[O-])s2)sc2ccccc21	-5	-0.4	-0.1	-1.3	27	1	19	11	0.9	-1.3	-0.1
N#C/C(=C/C1=C(N2CCOCC2)C(=C/c2ccccc2)/CC1)C(=O)Nc1ccccc1F	3	0.4	2.2	-0.6	-4	-12	-3	-2	0.6	0.0	-0.1
O=C(C1CC(=O)N(c2ccccc2)C1)N1CCN(c2ccccc2F)CC1 (configuration not stated)	0	0.7	0.0	-0.5	2	-8	3	1	-1.2	-1.0	1.5
N#CC1(NC(=O)Cn2cc(C(F)(F)F)ccc2=O)CCCC1	1	-1.4	1.4	0.7	2	-10	3	3	0.2	-0.6	-0.1
Cc1nnc(NC(=O)CN2C(=O)c3ccccc3S2(=O)=O)s1	1	1.2	-2.3	1.3	-5	0	0	1	-1.1	-1.2	0.0
CC(C)(CCO)Nc1ncnc2onc(-c3ccc(F)cc3)c12	0	1.6	-0.2	0.3	3	-10	2	-1	-1.8	-1.2	-0.4
NS(=O)(=O)c1ccc(NC(=O)CSc2nc(Nc3ccccc3)nc(N3CCOCC3)n2)cc1	-2	1.8	-1.7	0.2	-1	9	0	-28	-0.6	-1.3	-1.0
O=C(c1cc(COc2ccc(F)cc2F)on1)N1CC[C@@H]2CCCC[C@H]2C1	2	2.7	-1.2	0.2	2	9	0	-3	-0.7	-1.2	2.1
COC(C[C@H](O)C[C@@H](O)[C@@H](C)OCc1ccccc1)OC	1	0.1	-0.2	0.9	0	-5	2	7	0.5	-1.2	0.3
Cc1ccccc1CS(=O)(=O)CC(O)CN1CCCC1=O (configuration not stated)	-2	0.4	1.2	2.0	-2	-5	3	-4	-0.9	-1.1	-0.2
CC(=O)Oc1ccccc1Cn1c(C)c(C(=O)NCCC#N)sc1=O	-2	-0.7	-1.5	x	-3	-11	2	1	-2.3	0.3	0.9
Cc1c(CCOC(=O)C23CC4CC(CC(C4)C2)C3)sc[n+]1Cc1ccccc1	-3	1.0	-0.1	2.5	1	2	2	0	0.3	-1.4	0.3
O=C(CSc1n[nH]c(-c2ccccn2)n1)Nc1ccc(F)cc1	-3	0.0	-0.8	-0.8	-3	-6	-5	-6	-1.9	-1.3	-1.0
Cc1ccc2nc(NCC(=O)O)nc(-c3ccccc3)c2c1	-1	4.2	0.2	1.2	5	i	5	-2	-1.1	-1.2	-0.2
CCn1c(SCC(=O)c2ccccc2)nnc1-c1cnccn1	1	6.2	3.4	1.3	2	-82	1	-12	2.1	-0.5	1.2
COc1cc(Cl)c(C)cc1NC(=O)CSc1ccc(NC(C)=O)cc1	0	0.5	-0.5	1.3	-10	-4	-4	3	1.0	-1.5	0.0
COc1ccc(CNC(=O)C2CCCN2CCc2ccccc2)cc1OC (configuration not stated)	1	0.3	3.0	-3.1	-2	4	0	-6	0.2	-1.8	-0.8
O=C(COc1ccccc1)N1CCN(C(=O)c2ccc([N+](=O)[O-])cc2)CC1	2	-0.3	0.9	0.8	0	5	-1	2	0.7	-1.7	-1.1
CC(=O)c1ccc(-c2ccc(Cn3c(C)nc4cc(N)c(C)nc43)cc2)cc1	1	2.7	-1.9	1.4	2	-12	-1	-3	-1.5	-1.4	-0.8
COc1ccc(CNC(=O)C(OC(=O)c2ccco2)c2ccccc2F)cc1 (configuration not stated)	3	3.6	1.6	0.3	2	0	-6	1	-0.5	-0.4	0.7
O=C(NCc1ccc(F)cc1)c1cc(C2CCCN(C(=O)CCCc3ccccc3)C2)on1 (configuration not stated)	-2	-0.8	-1.2	x	1	-4	2	-15	-3.4	-1.5	-1.5
Cc1ccc(CNC(=O)Cc2ccc(Br)cc2)cc1	0	-2.9	0.3	-1.1	5	3	0	3	-0.5	-0.9	0.1
CCCCN(CCCNC(=O)CN1C(=O)COc2ccc(S(=O)(=O)N3CCC(C)CC3)cc21)Cc1ccccc1	0	0.4	3.6	0.9	-5	-1	-6	-4	-0.4	-0.9	-0.7
C=CCN(c1ccccc1)S(=O)(=O)c1cc2c(cc1C)NC(=O)CO2	2	-1.0	-1.7	1.6	1	-8	-7	-10	1.6	-0.6	-0.2
COc1ccc(C2(c3ccc(OC(C)=O)cc3OC(C)=O)CC(c3ccccc3)NC(=S)N2)cc1 (configuration not stated)	6	-3.3	1.2	2.5	1	8	-4	13	-2.9	-1.6	-0.8
Cc1ccc(C(=O)COC(=O)COc2ccccc2[N+](=O)[O-])s1	-2	-1.0	-1.2	0.2	0	4	-2	4	-0.3	-0.4	2.3
CCOC(=O)C1CCN(S(=O)(=O)c2ccc(NC(=O)c3ccco3)cc2)CC1	-3	-1.8	-3.4	-1.2	-11	7	2	-5	-2.8	-1.7	-3.1

Screens: PubChem BioAssay, several laboratories
